N-glyco inh: blocks N-linked glycosylation in D54 reporter cells; D54 ERlucT glycosylation luciferase reporter, 24 h; percent of 100 nM tunicamycin response; reporter increase, % at 12.5 µM; 360,000 tested, 0.23% active; AID 588692;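 active = mean luciferase reporter signal, scaled so untreated is 0 and the glycosylation-blocking control 100, at or above a set limit in every replicate; inconclusive = mean reaches the limit but not every replicate does; inactive = mean below the limit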;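 also: luciferase carries N-glycosylation sites so blocking glycosylation raises the light; 0% = median of neutral control wells and 100% = median of 100 nM tunicamycin wells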
aDG glyco up: alpha-DG glycosylation activation; Pro5-aDG cells, alpha-DG glycosylation AlphaScreen (IIH6); 0% Pro5, 100% B10-LARGE cell signal; activation, % at 10 µM; AID 624168; 360,000 tested, 0.22% active;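 active = activation of at least 8% versus controls, or a plate z-score of at least 8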;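 also: Pro5 are CHO cells carrying HIG-tagged alpha-DG that lacks glycosylation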
Vif imaging: inhibitors of HIV Vif; 340,000 tested, 0.35% active; inhibition, % at 7.49 µM; HEK293T cells, Vif self-association by quenched fluorescence, imaging, 24 h; in the data active = inhibition above about 50%, passing the limit was not always enough; inconclusive = no clear call, values can overlap the other calls; inactive = below about 31%; also: some results filed as inactive read as strong as hits
PDI turbidity: blocks human protein disulfide isomerase activity; AID 588391; PDI insulin aggregation turbidity, A650, 90 min; 350,000 tested, 0.052% active; P07237; inhibition, % at 10 µM;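 active = mean inhibition across replicates of 30% or more, whatever share of single replicates reach that level; inconclusive = mean inhibition below 30% while every single replicate reaches 30%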;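 also: absorbance from insulin aggregation driven by PDI reduction with DTT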
Target sequence (P07237 whole entry, looked up): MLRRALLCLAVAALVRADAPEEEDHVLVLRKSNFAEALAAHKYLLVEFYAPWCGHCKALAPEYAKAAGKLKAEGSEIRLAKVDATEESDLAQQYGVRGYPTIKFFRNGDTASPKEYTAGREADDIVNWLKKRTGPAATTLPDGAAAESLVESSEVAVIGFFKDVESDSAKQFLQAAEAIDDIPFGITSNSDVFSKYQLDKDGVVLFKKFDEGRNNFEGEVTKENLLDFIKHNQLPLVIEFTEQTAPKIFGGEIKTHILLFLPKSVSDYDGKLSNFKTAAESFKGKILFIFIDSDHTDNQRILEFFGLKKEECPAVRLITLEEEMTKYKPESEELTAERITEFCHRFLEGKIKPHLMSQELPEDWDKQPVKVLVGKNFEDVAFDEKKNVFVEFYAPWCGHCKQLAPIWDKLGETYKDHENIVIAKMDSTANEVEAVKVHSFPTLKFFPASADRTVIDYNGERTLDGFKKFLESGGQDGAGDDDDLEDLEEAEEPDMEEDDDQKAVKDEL
m5-HT2A agonist: activates the mouse 5-HT2A serotonin receptor; activation, % at 7.6 µM; CHO-K1 mHTR2A beta-arrestin complementation, luminescence; percent of 30 µM serotonin response; P35363; 360,000 tested, 0.66% active;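 active = activation above a run cutoff, the mean activation of all tested compounds plus 3 SD, cut at about 14% in these data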;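 also: 0% = plate median of compound wells and 100% = 30 µM serotonin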
Target sequence (P35363 whole entry, looked up): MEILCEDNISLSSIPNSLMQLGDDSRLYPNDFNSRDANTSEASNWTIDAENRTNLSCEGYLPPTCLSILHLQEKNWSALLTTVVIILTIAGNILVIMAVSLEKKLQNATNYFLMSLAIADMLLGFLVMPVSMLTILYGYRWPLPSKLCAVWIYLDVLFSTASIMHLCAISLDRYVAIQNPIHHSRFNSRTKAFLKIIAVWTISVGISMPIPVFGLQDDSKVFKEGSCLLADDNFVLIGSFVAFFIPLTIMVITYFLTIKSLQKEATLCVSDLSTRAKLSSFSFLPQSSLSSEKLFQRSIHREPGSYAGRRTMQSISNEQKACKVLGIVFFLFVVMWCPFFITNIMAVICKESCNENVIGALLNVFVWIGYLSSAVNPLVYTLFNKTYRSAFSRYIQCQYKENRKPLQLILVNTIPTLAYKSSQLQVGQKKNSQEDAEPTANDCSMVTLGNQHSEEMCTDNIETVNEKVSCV
ABCB6 inh MLPCN: blocks the human ABCB6 transporter; Q9NP58; K562-ABCB6 porphyrin accumulation, flow cytometry, 1 h; stronger effect = lower value; fluorescence ratio to DMSO, % at 10 µM; 360,000 tested, 0.19% active; AID 602162;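 active = fluorescence ratio to DMSO below 75%, the collection mean minus 3 SD; inconclusive = too few cells collected in the well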;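 also: signal is porphyrin accumulated inside mitochondria; 100% equals median channel fluorescence of DMSO control wells; lower ratio means ABCB6 inhibition with less porphyrin fluorescence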
Granule exo inh: blocks lytic granule exocytosis | TALL-104 LAMP-1 surface exposure, flow cytometry; cells stimulated with thapsigargin and PMA | inhibition, % at 10 µM | 360,000 tested, 0.66% active;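 active = inhibition above about 55%, limit read from the data; inconclusive = no clear call, values can overlap the other calls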
CaV13 ICDI inh: Disruptors of the CACNA1D IQ motif to Ca2+-dependent inactivation inhibitor domain association, primary screening, Förster resonance energy transfer in intact living … | HEK cells, CFP/YFP FRET ICDI-IQ, plate reader, 10 min; percent FRET-ratio fall versus neutral wells | inhibition, % at 12.3 µM | AID 743397 | 340,000 tested, 0.098% active;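 active = mean replicate inhibition of at least 30% and at least 1% of replicates passing that level; inconclusive = only one of the two criteria is met; inactive = neither criterion is met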;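 also: 0% = median of the neutral control wells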
H9c2 protect: protects H9c2 cardiomyocytes from peroxide injury | H2O2 injury protection, ATPLite, 2 h | protection from H2O2 cell death, % at 20 µM | 360,000 tested, 0.63% active;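 active = compounds giving at least 50% protection of heart cells from peroxide-induced death in the single-dose screen, raw or plate-pattern-corrected value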;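 also: 0% = DMSO wells with peroxide and 100% = DMSO wells without peroxide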
iPSC survival up: enhancers of human iPSC single-cell survival; hiPSC single-cell survival, ATPlite luminescence; 100% = ROCK inhibitor wells, 0% = DMSO; 360,000 tested, 0.044% active; survival enhancement, % at 20 µM; in the data active = survival enhancement above about 18%;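 also: cells exposed to compounds for 16 hours before the ATP read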
* marks the source's active call; other numbers are inactive results; ? = inconclusive; / = not tested or not shown.

SMILES	N-glyco inh	aDG glyco up	Vif imaging	PDI turbidity	m5-HT2A agonist	ABCB6 inh MLPCN	Granule exo inh	CaV13 ICDI inh	H9c2 protect	iPSC survival up
C=C(C)CN(CC)C(=O)CC1C(=O)NCCN1Cc1c(F)cccc1Cl (centres undefined)	3	-0.2	-5	7	4	97	-1	-18	-2	1.5
O=C(CSc1nnc(-c2cccnc2)n1Cc1ccco1)c1ccc2ccccc2c1	0	0.3	-15	-2	-2	101	-10	-4	1	-0.5
CC(=O)c1ccc(NC(=O)COC(=O)c2ccc(F)cc2F)cc1	4	-0.1	3	-5	-2	97	0	-5	-5	0.4
C=CCN1N=C(/C=C/c2ccc(OC)cc2)CCC1=O	0	0.0	10	-11	0	96	-9	-9	3	0.8
COCCNC(=O)CN(Cc1ccco1)C(=O)CCC(=O)Nc1nccs1	3	-0.1	0	19	7	94	-18	-8	8	0.0
CCOC(=O)N1CCC(N2C(=O)c3ccc(C(=O)NCCOC)cc3C2=O)CC1	2	0.0	-4	4	1	95	2	-19	1	-0.3
Cc1cc(C(=O)N2CCC2(C)C(=O)NS(=O)(=O)c2ccccc2Cl)nn1C (centres undefined)	1	0.0	0	3	2	97	-2	-17	4	-0.6
NNc1nnc2c3cc(F)ccc3n(CCc3ccccc3)c2n1	-2	0.1	12	6	-2	104	-2	-5	1	-0.9
O=C(NCc1cccc(F)c1)c1cccc2c1C(=O)c1ccc(Cl)cc1S2(=O)=O	-2	-0.4	-4	8	-3	102	-2	-10	-1	0.1
Cc1nn(-c2ccc(F)cc2F)c2c1-c1nc(N3CCCC3)ncc1CC2	-1	0.2	-2	-3	-8	100	0	-6	-4	4.3
CCCC(=O)N(CCN1CCOCC1)c1nc2c(C)cccc2s1	-1	0.0	-2	2	0	89	?	/	0	-0.5
O=C(O)C(CO)(c1ccccc1)c1ccccc1	3	-0.2	-3	-3	-2	104	0	-10	8	0.6
Cc1cccc(NC(=O)Cn2nnc(-c3ccc(CN4CCCC4)cc3)n2)c1C	-1	-0.3	2	-4	-3	99	7	-5	-3	1.4
CC1CCc2c(C(=O)Oc3cccc(-n4cnnn4)c3)csc2C1 (centres undefined)	1	0.3	2	-5	1	93	-4	-4	-17	0.8
Fc1cccc(Cl)c1Cn1nnc2c(NCc3ccccn3)ncnc21	-5	0.0	-17	-6	1	106	-2	-5	-4	-2.0
COc1ccccc1N(CC(=O)N1CCCCCC1)S(C)(=O)=O	4	-0.2	-1	-6	-6	95	-3	/	4	-0.4
CCOC(=O)c1sc2cccc(Cl)c2c1N	-2	0.1	-11	-12	-1	96	-2	-5	3	7.4
Cc1ccc(N(CC(=O)NC2CCCC2)C(=O)c2c(C)noc2C)cc1C	-1	-0.1	2	-1	15*	91	3	-5	-1	3.1
CC1CN(S(=O)(=O)c2ccc(C(=O)N(CCCN(C)C)c3nc4cc5c(cc4s3)OCCO5)cc2)CC(C)O1 (centres undefined)	-7	0.0	36	10	4	94	-3	-2	5	0.0
CN(C)Cc1ccccc1C(O)(c1ccccc1)c1ccccc1	0	0.0	-1	-5	0	98	39	-1	-6	0.8
CCCCOc1ccc(-c2nc(-c3cccnc3)no2)cc1	2	1.2	/	2	4	199	-20	0	-24	-1.9
C=CCOc1ccc(/C=N/NC(=O)CN2CCOCC2)cc1OCC	0	-0.1	-1	12	-1	88	-2	-3	2	0.6
COc1cccc(N2CCN(C(=O)CN(c3cc(C)cc(C)c3)S(=O)(=O)c3c(C)noc3C)CC2)c1	-3	0.9	-1	12	-4	103	21	-3	-3	-0.4
Cc1ccc(-c2ccc(C(=O)NCCCNC(=O)c3cnccn3)o2)cc1Cl	-3	-0.1	-42	2	-2	96	48	-3	-4	-0.7
Cc1ccc(C(=O)N[C@H](C(=O)N2CCN(c3ncccn3)CC2)C(C)C)cc1	2	1.1	/	1	1	95	-4	-11	3	0.6
COc1ccc(CCNc2nc(C)nc3c2oc2ccccc23)cc1OC	1	6.0	-22	-3	5	86	-5	-5	-27	2.2
Nc1nc(Cl)nc2c1ncn2C1CC(O)C(CO)O1 (centres undefined)	-1	0.2	1	3	9	97	0	-4	-1	0.2
CCc1ccc(C(=O)COC(=O)c2n[nH]c3ccccc23)cc1	-5	0.0	-6	0	1	91	-1	-2	-25	-0.4
Cc1ccc(N2CC(C(=O)Nc3cccc(C(=O)NC4CC4)c3)CC2=O)cc1 (centres undefined)	2	-0.2	-1	4	1	95	1	-5	-2	0.1
CCC(=O)N(C)CCc1cc2c(c(OC)c1/C=N/NC(=O)c1ccncc1)OCO2	2	0.1	-29	-2	5	97	2	-3	1	0.6
CCOc1ccc(-c2noc(CCC(=O)O)n2)cc1	0	-0.2	7	/	-2	102	-2	-2	-6	2.1
COC(=O)Nc1nnc(-c2ccc(OC)cc2)s1	-2	0.2	1	-11	2	97	-2	-4	-9	-0.5
Cc1ccc(-c2nn(-c3ccccn3)c(=O)c3ccccc23)cc1	-2	-0.1	-18	1	1	98	7	-2	3	-1.4
CC(=O)Nc1ccc(NC(=O)CCNS(=O)(=O)c2cccc3nsnc23)cc1	1	-0.3	-1	-4	4	99	5	/	-6	-1.1
COc1ccc(C(CNC(=O)C(=O)Nc2ccc3c(c2)OCO3)N2CCN(C)CC2)cc1 (centres undefined)	-6	0.2	3	-4	-8	108	-3	-16	6	0.1
O=C(c1ccc(N2CCCC2=O)cc1)N1CCCCCC1	-1	-0.2	-8	0	0	105	-2	-5	6	-1.5
COc1cccc(OCC(O)CN2CCN(C)CC2)c1 (centres undefined)	2	0.2	21	0	1	101	-4	-3	-5	-0.5
CC(=O)Nc1nc(-c2ccc3c(c2)CC(C)N3C(=O)C2CC2)c(C)s1 (centres undefined)	-6	0.1	-9	1	-4	107	-9	-2	-2	0.3
CC(/C=C/c1ccc(N(C)C)cc1)=N\N=C(/N)SC1CC(=O)N(c2ccc(C(=O)O)cc2)C1=O (centres undefined)	-4	-0.3	10	9	0	108	3	-6	-21	-2.2
CC(NCc1ccc2c(c1)OCO2)c1ccccc1 (centres undefined)	0	-0.1	-8	-2	-2	95	-1	-22	6	-0.2
CCOC(=O)N1CCN(C(=O)CNC(=O)c2nn(-c3ccc(OC)c(Cl)c3)c(=O)c3ccccc23)CC1	-2	-0.4	-5	11	7	94	7	-3	6	-0.5
COc1cccc(N2CCN(C(=O)c3cc4ccc(OC)cc4[nH]3)CC2)c1	-1	0.0	-5	-3	-2	97	7	-4	-6	1.0
CC(C)CC(C(=O)NC1CCCC1)N(Cc1cccs1)C(=O)c1snc(C(N)=O)c1N (centres undefined)	-2	-0.2	-9	-3	-8	89	-2	-4	48	3.9
Cc1ccc2cc(/C=N/Nc3nc4ccccc4[nH]3)c(Cl)nc2c1	-4	0.2	-1	1	3	141	17	-31	-15	-4.9
Cc1ccccc1C1c2[nH]c3ccccc3c2C[C@H]2C(=O)N(c3ccccc3C(=O)NCCCN3CCOCC3)C(=O)N12 (some centres undefined)	-1	-0.4	0	/	-5	99	4	/	55*	17
CCOC(=O)c1cc2c(ccn2C)n1CC(=O)N1CCN(c2cccc(C(F)(F)F)c2)CC1	-1	0.2	10	-10	10	94	-2	-4	2	3.8
CCNc1nc(NCC)n2c(SCC(=O)Nc3cc(Cl)ccc3OC)nnc2n1	2	-0.2	0	9	6	104	2	-6	-3	1.2
Cc1ccc(C(=O)Nc2ccc(O)cc2C(=O)O)cc1C	0	0.2	-9	-22	7	97	-1	-9	-12	-1.7
O=C(CSc1nnc(-c2cccnc2)n1Cc1ccco1)c1ccc(Br)cc1	-1	1.1	13	-2	-1	99	1	-4	2	-1.5
CC(C)(C)C(=O)Oc1cc(N)n(S(=O)(=O)c2ccc(F)cc2)n1	4	-0.2	16	2	4	89	2	-2	-5	3.3
CCOc1ccccc1N1CCN(C(=O)C2CSC3(C)CCC(=O)N23)CC1 (centres undefined)	3	-0.2	8	-6	-4	90	12	-3	3	-0.4
O=C(COC(=O)CNC(=O)c1cccs1)Nc1ccc(C(F)(F)F)cc1[N+](=O)[O-]	1	0.0	5	4	-2	96	-6	-3	0	-0.5
COc1ccc(C2=NO[C@H]3C[C@](C(=O)NC(C)C)(S(=O)(=O)c4ccccc4)C[C@@H]23)cc1	5	-0.1	3	-7	9	101	-5	/	13	-2.4
CC1CCCC/C1=N\NC(=S)Nc1ccccc1 (centres undefined)	0	-0.3	66*	1	5	99	0	-3	5	0.2
Cc1ccc(NC(=O)CNCc2ccccn2)cc1S(=O)(=O)N(C)C	0	-0.2	24	6	1	99	-4	4	6	-0.3
O=C(NCc1ccco1)c1c(O)c2cccc3c2n(c1=O)CCC3	1	0.3	7	1	3	99	-3	-5	-9	0.1
Cc1ccc2cc(CN(CCO)Cc3nnnn3Cc3ccc(F)cc3)c(=O)[nH]c2c1	1	-0.2	10	0	-1	106	20	-7	0	-0.5
CC1(C(=O)NCc2ccc(C(F)(F)F)cc2)CCN1Cc1ccc(-c2ccccc2)o1 (centres undefined)	-3	0.8	/	-3	-1	93	2	-7	-8	-1.1
Cc1ccc(C(=O)Oc2ccc3ccc(=O)oc3c2)cc1	-1	0.0	9	-4	1	97	-14	-5	-12	-0.3
CCc1sc(C(C2C(=O)CC(C)(C)CC2=O)C2C(=O)CC(C)(C)CC2=O)cc1[N+](=O)[O-]	0	-0.1	-7	-2	6	92	52	-4	-10	-0.5

Arranged by value in N-glyco inh (lowest first): three from the list above
canonical_smiles	N-glyco inh	aDG glyco up	Vif imaging	PDI turbidity	m5-HT2A agonist	ABCB6 inh MLPCN	Granule exo inh	CaV13 ICDI inh
Cc1ccc(C(=O)Oc2ccc3ccc(=O)oc3c2)cc1	-1	0.0	9	-4	1	97	-14	-5
CC1CCCC/C1=N\NC(=S)Nc1ccccc1 (centres undefined)	0	-0.3	66*	1	5	99	0	-3
O=C(NCc1ccco1)c1c(O)c2cccc3c2n(c1=O)CCC3	1	0.3	7	1	3	99	-3	-5

The results go on.
SMILES	N-glyco inh	aDG glyco up	Vif imaging	PDI turbidity	m5-HT2A agonist	ABCB6 inh MLPCN	Granule exo inh	CaV13 ICDI inh	H9c2 protect	iPSC survival up
Cc1ccc(/C=N/N2CCN(C3c4ccccc4-c4ccccc43)CC2)o1	0	-0.1	1	7	-6	95	9	-6	1	0.6
CCn1cc(C(=O)OC)c(=O)c2cc(S(=O)(=O)N(C)C3CCCCC3)ccc21	-1	-0.2	15	-2	-5	94	2	-2	9	-0.7
Cc1cc([N+](=O)[O-])cc2c1NC(=O)C2(O)N1CCCCCC1 (centres undefined)	-2	-0.3	-2	-1	3	95	2	-4	2	-0.5
Cc1nn(Cc2ccccc2Cl)c(C)c1NC(=O)NC12CC3CC(CC(C3)C1)C2	-3	0.1	8	9	-1	95	0	1	-4	-2.5
CCCCn1nnnc1C(c1ccccc1)N1CCN(c2ncccn2)CC1 (centres undefined)	/	0.2	/	/	-2	93	-6	-5	/	0.4
CCOC(=O)c1c(NC(=O)c2cc(CC(C)C)on2)sc(C(C)=O)c1C	-4	-0.1	-4	/	0	95	-3	-12	-14	4.4
Cn1c(-c2sccc2OCc2ccc(Cl)cc2Cl)n[nH]c1=S	-1	0.7	-1	-5	0	91	6	-3	2	-0.2
